Screening data deposited in PubChem by National Center for Advancing Translational Sciences (NCATS).
PI4K2A inh: PI4K2A (human) kinase inhibition; actives 0.13% (n = 420,000); activity change, negative = inhibition, % at 76.9 µM; AID 1346378; Q9BTU6; purified PI4K2A, ADP-Glo luminescence, 1 h; stronger effect = lower value; in the data active means activity change below about -50%; inconclusive means mostly about -30% to -49%;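 further: -100% = wells without enzyme as full effect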
Target sequence (Q9BTU6 whole entry, looked up): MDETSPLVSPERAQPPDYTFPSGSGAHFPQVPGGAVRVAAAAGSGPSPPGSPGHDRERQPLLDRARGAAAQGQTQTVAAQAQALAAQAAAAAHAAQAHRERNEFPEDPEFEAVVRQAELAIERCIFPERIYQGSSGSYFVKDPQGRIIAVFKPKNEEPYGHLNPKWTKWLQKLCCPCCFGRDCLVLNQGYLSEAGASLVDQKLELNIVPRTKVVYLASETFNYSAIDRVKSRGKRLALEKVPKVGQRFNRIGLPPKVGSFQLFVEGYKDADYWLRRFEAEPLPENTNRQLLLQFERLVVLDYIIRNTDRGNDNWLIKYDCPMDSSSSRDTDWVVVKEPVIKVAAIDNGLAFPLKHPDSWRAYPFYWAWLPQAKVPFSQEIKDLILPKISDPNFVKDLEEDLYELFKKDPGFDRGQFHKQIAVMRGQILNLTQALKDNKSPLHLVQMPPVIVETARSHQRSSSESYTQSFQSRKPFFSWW
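ADP-Glo luminescence measured ADP generated by PI4K2A enzyme (4 ug/mL before mixing) with 1.2 mM PI substrate (pre-mix) and 300 microM ATP (pre-mix). Tris pH7.5 buffer with MgCl2, Triton X-100; 1 h reaction at ambient temperature.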
IDH1 R132H inh: inhibitors of human mutant IDH1 R132H. O75874. IDH1-R132H enzyme, NADPH consumption, diaphorase/resazurin fluorescence. Potency, µM (series often up to 76.6 µM), for the others: at the top dose activity change, negative = inhibition, actives largely listed as inhibitors. actives 0.093% (n = 390,000). AID 602179; further: potency means the concentration at half of the fitted maximal effect; on the % scale 0 is the no-effect control and ±100 the full control effect; nearly all actives have a fitted effect of over 65% in size
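IDH1-R132H (0.5 ug/mL) preincubated 30 min with compound, then NADPH (0.016 mM) and alpha-KG (2 mM) added; 80 min at RT, pH 7.5. Remaining NADPH coupled via diaphorase/resazurin to fluorescence (540/590 nm); concentration-response curves normalized to no-enzyme control.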
D2 antag: antagonizes the human D2 dopamine receptor. P14416. actives 2% (n = 340,000). inhibition, % at 10 µM. HEK293 TREx D2 cells, calcium flux, dopamine EC80; in the data active means inhibition above about 30%; further: 0% is about no effect
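Tetracycline-induced HEK293 TREx cells expressing D2 receptor forced-coupled to calcium signalling, loaded with no-wash calcium dye. Compounds added and calcium flux read 180 s, then dopamine added at EC80 and read a further 180 s.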
D2 ag: agonists of human D2 dopamine receptor. P14416. HEK293 T-REx D2 cells, calcium flux agonist mode. actives 0.53% (n = 340,000). activation, % at 2 µM;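 active means activation over 3 SD above normal in the single-dose calcium agonist read, cut at about 30% in these data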; further: 0% is about no effect
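Tetracycline-induced HEK293 Trex cells with D2 receptor force-coupled to calcium signaling, plated overnight at 30 C and loaded with no-wash calcium dye. Calcium flux read kinetically for 180 s after compound addition; responses flag agonists.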
TrxR1 substrate: substrates of rat thioredoxin reductase 1 | O89049 | purified TrxR1 substrate turnover, NADPH consumption readout | Potency, µM (series often up to 114 µM), without a hit: top-dose activity change, negative = substrate turnover | actives 0.01% (n = 390,000); further: potency means the concentration at half of the fitted maximal effect; on the % scale 0 is the no-effect control and ±100 the full control effect; nearly all actives have a fitted effect of over 50% in size
Target sequence (O89049 whole entry, looked up): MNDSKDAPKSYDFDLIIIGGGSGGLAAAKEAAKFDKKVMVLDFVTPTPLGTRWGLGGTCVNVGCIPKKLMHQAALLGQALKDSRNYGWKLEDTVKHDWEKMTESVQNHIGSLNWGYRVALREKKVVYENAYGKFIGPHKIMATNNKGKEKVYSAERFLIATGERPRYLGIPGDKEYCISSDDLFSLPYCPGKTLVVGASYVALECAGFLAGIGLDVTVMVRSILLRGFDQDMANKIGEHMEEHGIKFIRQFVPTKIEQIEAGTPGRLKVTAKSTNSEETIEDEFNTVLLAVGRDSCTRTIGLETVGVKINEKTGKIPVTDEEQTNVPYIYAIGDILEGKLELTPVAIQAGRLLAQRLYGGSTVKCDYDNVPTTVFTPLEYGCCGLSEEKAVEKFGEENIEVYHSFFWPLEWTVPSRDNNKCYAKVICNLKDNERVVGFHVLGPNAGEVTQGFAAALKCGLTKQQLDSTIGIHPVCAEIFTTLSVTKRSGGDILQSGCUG
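Rat TrxR1, dispensed at 90 nM, was prereduced with 400 uM NADPH (final) for 5 min at ~22 deg C, then incubated with compound 15 min before 400 uM selenite. A first-read NADPH fluorescence drop versus no-compound background flagged substrates.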
TrxR1 inh: blocks rat thioredoxin reductase 1; O89049; recombinant rTrxR1, NADPH fluorescence consumption, selenite substrate; Potency, µM (titrated, usually from 114 µM), without a hit: at the highest dose activity change, negative = inhibition, usual class: inhibitors; actives 1% (n = 390,000); AID 588453; further: potency means the concentration at half of the fitted maximal effect; on the % scale 0 is the no-effect control and ±100 the full control effect; nearly all actives have a fitted effect of over 65% in size
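Rat TrxR1 (90 nM in the dispensed reagent) was pre-reduced with 400 uM NADPH for 5 min at room temperature, then incubated with compound for 15 min. After 400 uM selenite was added, NADPH fluorescence (Ex 340/Em 450 nm) was followed for 8 min.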
TRHR agonist: agonists of human TRH receptor; P34981; TRHR cells, calcium flux fluo-8, FDSS agonist mode; activation, % at 2 µM; actives 0.18% (n = 360,000); in the data active means activation above about 30%; further: 0% is about no effect
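In this calcium-flux screen, cells bearing human TRHR are dye-loaded with fluo-8, baselined for 10 cycles, then exposed to library compounds; positive kinetic calcium responses during the agonist phase mark hits, with TRH as control.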
USP1 inh: blocks the human USP1/UAF1 deubiquitinase complex; O94782; recombinant USP1/UAF1, Ub-Rhodamine cleavage fluorescence; Potency, µM (titrated, usually from 57.1 µM), without a hit: at the top dose activity change, negative = inhibition, most hits filed as inhibitors; actives 0.23% (n = 390,000); further: potency means the concentration at half of the fitted maximal effect; on the % scale 0 is the no-effect control and ±100 the full control effect; nearly all actives have a fitted effect of over 60% in size; inactives centre near -12
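USP1/UAF1 complex at 1 nM was preincubated with compound for 15 min at room temperature, then Ub-Rho substrate (150nM final) was added. Fluorescence (480/540 nm) was read kinetically, 6 reads every 60 seconds.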
TRHR enhancer: allosterically enhances the human TRH receptor; P34981; TRHR cells, fluo-8 calcium fluorescence, EC20 TRH enhancement; enhancement, % at 2 µM; actives 0.66% (n = 360,000); AID 493056; in the data active means enhancement above about 30%; further: 0% is about no effect
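Enhancer read-out: after compound pinning and an initial kinetic agonist-mode read, an EC20 of TRH (10 nM final) was injected and fluo-8 calcium signal (Ex 480/Em 530) followed at 1 s/cycle for 100 cycles in TRHR-expressing cells.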
Starred values were filed as active, the others as inactive; ? = inconclusive; / = not tested or not shown; [ ] = remark or other dose. Unless noted, the call rests on the fitted dose curve; in most records, active means well fitted inhibition curve with a large enough effect; inconclusive means small, poorly fitted or top-dose-only effect; inactive means no such curve, though single readings can be large or run the other way.

structure | PI4K2A inh | IDH1 R132H inh | D2 antag | D2 ag | TrxR1 substrate | TrxR1 inh | TRHR agonist | USP1 inh | TRHR enhancer
Cc1ccc(CSc2nnc(SCC(=O)N/N=C/c3c(C)nn(-c4ccccc4)c3C)s2)cc1 | -5 | 0% | -16 | 0.4 | -2% | 11% | 0.2 | -10% | 2
CC1CN(c2ccc([N+](=O)[O-])c(NCCOc3ccccc3)c2)CCN1 (stereo unspecified) | 8 | 0% | 29 | 1.3 | 6% | 27% | 4.2 | -13% | -3
CNC(=O)c1cc(C(=O)c2ccc(C(F)(F)F)cc2F)c[nH]1 | 1 | 3% | 3 | 1.2 | 11%[57.1 µM] | 24%[57.1 µM] | 0.8 | 4% | 7
CC12c3ccccc3C(c3ccccc31)C1C(=O)N(Cc3cccnc3)C(=O)[C@H]12 (stereo partly specified) | 1 | 2% | / | / | 0% | 0% | -0.4 | -21% | 14
Cc1nn(C)c(C)c1CN(C)C(=O)c1nn2c(c1Br)NC(c1cccs1)CC2C(F)(F)F (stereo unspecified) | -6 | 1% | -13 | 0.0 | 8%[57.1 µM] | 4%[57.1 µM] | -0.4 | 3% | 13
Brc1cccc(/C=N/Nc2nn[nH]n2)c1 | 4 | -1% | 6 | 1.1 | -6% | 6% | -0.4 | -27% | -1
CCOc1ccccc1/C=N\Nc1cnn(Cc2ccccc2)c(=O)c1Cl | 0 | -7% | -8 | 0.0 | 9% | 4% | -0.2 | -23% | -3
COc1ccc(NC(=O)C(=O)NCCC2=CCCCC2)c(OC)c1 | 4 | 7% | / | / | 2% | 2% | 0.5 | -13% | 0
Cc1cccc(NS(=O)(=O)c2nnc(NC(=O)c3ccccc3F)s2)c1 | 8 | 4% | 6 | -0.4 | -4%[57.1 µM] | -10%[57.1 µM] | -0.3 | -13% | -1
CSCCC(NC(=O)c1ccco1)C(=O)Nc1ccc(C)cn1 (stereo unspecified) | -4 | 6% | 2 | 3.1 | 0% | 15% | 0.5 | -23% | 0
CCOC(=O)c1cc(CC)sc1N1C(=O)CC(Sc2ccccc2C(=O)O)C1=O (stereo unspecified) | 6 | 9% | 12 | -0.4 | 12% | ? | -1.4 | -18% | 1
CCN(CC)c1sc(S(=O)(=O)c2ccccc2)nc1S(=O)(=O)c1ccc(C)cc1 | 5 | -6% | / | 0.9 | 3% | 14% | 1.7 | ? | -1
CCOc1cc(CNC(=O)C2CCN(c3nc4ccccc4[nH]3)CC2)cc(OCC)c1OCC | 1 | 0% | / | -0.3 | 0%[57.1 µM] | 10%[57.1 µM] | -0.3 | ? | 3
O=C(CSc1nnc2ccccn12)Nc1nsc(-c2ccccc2)n1 | -1 | 3% | -5 | -0.1 | -8% | -19% | -0.7 | -5% | 16
O=C(CN1CCCc2ccccc21)NCc1ccccc1Cl | -2 | 5% | 9 | -2.0 | 6% | -3% | -1.1 | -15% | -4
Cc1ccc(-n2c(C)cc(/C=N/NC(=O)CC3(C)OCCO3)c2C)c(C)c1 | -3 | 0% | -12 | -1.3 | 0% | ? | -0.2 | 3% | 3
Cc1ccc(NC(=O)C2CCN(S(=O)(=O)c3c(C)nn(C)c3C)CC2)c(Cl)c1 | -3 | -14% | 7 | -0.5 | 1% | 17% | 0.4 | -15% | 1
CCn1c(CCNC(=O)c2ccc(OC)cc2)nnc1SCc1ccc(Cl)c(Cl)c1 | 1 | 4% | -10 | 0.0 | 4% | 7% | -0.2 | -16% | -8
CCN1CCN(CCNC(=O)c2ccc3c(c2)N(Cc2cccc(Cl)c2)C(=O)c2ccccc2S3=O)CC1 (stereo unspecified) | 0 | -10% | 40* | 0.1 | -3% | 19% | 3.6 | -10% | 12
CN(c1ccc(OC(=O)CC2OC(=O)c3ccccc32)cc1)S(=O)(=O)c1ccccc1 (stereo unspecified) | -5 | 8% | 11 | 1.8 | 6% | 40%[activator] | 1.0 | -16% | 3
N#Cc1c(-c2cccnc2)c2c([nH]c1=S)CCCC2 | -4 | 12% | -13 | 0.3 | -1% | ? | -0.1 | -10% | -2
O=C(O)CCCNc1ccc([N+](=O)[O-])c(NCCCC(=O)O)n1 | 13 | 5% | 6 | -0.1 | -17%[57.1 µM] | 24%[57.1 µM] | -1.5 | -18% | -2
O=C(NC1CCCC1)C1CCC(CNS(=O)(=O)c2cccs2)CC1 (stereo unspecified) | -2 | 9% | 8 | -0.1 | -5% | 3% | 0.0 | -21% | 0
CC(=O)c1cc2c(cc1NC(=O)CCc1c(C)nc3ncnn3c1C)OCO2 | 0 | 6% | -6 | 0.1 | -3% | -20% | -0.1 | -13% | 3
Cc1ccc([N+](=O)[O-])cc1S(=O)(=O)NCc1cccnc1 | -1 | -2% | -5 | 1.0 | 5%[57.1 µM] | 11%[57.1 µM] | 0.6 | -11% | 1
CC1=C(C(=O)Nc2ccc(C)cc2C)C(c2ccc([N+](=O)[O-])cc2)n2ncc(C(=O)Nc3ccc(F)cc3)c2N1 (stereo unspecified) | -6 | 5% | / | / | -8% | -15% | 0.2 | -19% | -1
CCn1c(=O)cc(SCC(=O)NCCc2ccc(OC)cc2OC)c2ccccc21 | 1 | -9% | / | / | 5%[2.29 µM] | 18% | -0.2 | -19% | -5
Cc1c(C#N)c2ccccc2n1CCOc1ccccc1F | -3 | -2% | 5 | 0.1 | 2% | 0% | 0.6 | -5% | -2
CCOc1ccc(S(=O)(=O)N(C)c2ccc(OCC(=O)OCc3c(C)noc3C)cc2)cc1 | -3 | 9% | -7 | 0.5 | -5% | 0% | -0.2 | -23% | 7
Cc1ccc(C)c(NC(=O)CN(C)S(=O)(=O)c2ccc3c(c2)CCC(=O)N3)c1 | -4 | -8% | / | 1.0 | 1% | 24% | -0.2 | -24% | 17
COc1cccc(-n2nnc3c(=O)n(Cc4ccccc4Cl)cnc32)c1 | -1 | 0% | 8 | 1.4 | -3% | -8% | -0.1 | 4% | -6
CSCCC(NS(=O)(=O)c1ccc(Cl)cc1)C(=O)OCc1cccc(Cl)c1 (stereo unspecified) | -4 | 7% | -1 | 0.4 | -6% | -2% | 0.0 | -27% | 0

A second format for twelve compounds above:
Fields: PI4K2A inh	IDH1 R132H inh	D2 antag	D2 ag	TrxR1 substrate	TrxR1 inh	TRHR agonist	USP1 inh	TRHR enhancer
N#Cc1c(-c2cccnc2)c2c([nH]c1=S)CCCC2
 : -4	12%	-13	0.3	-1%	?	-0.1	-10%	-2
O=C(O)CCCNc1ccc([N+](=O)[O-])c(NCCCC(=O)O)n1
 : 13	5%	6	-0.1	-17%[57.1 µM]	24%[57.1 µM]	-1.5	-18%	-2
O=C(NC1CCCC1)C1CCC(CNS(=O)(=O)c2cccs2)CC1 (stereo unspecified)
 : -2	9%	8	-0.1	-5%	3%	0.0	-21%	0
CC(=O)c1cc2c(cc1NC(=O)CCc1c(C)nc3ncnn3c1C)OCO2
 : 0	6%	-6	0.1	-3%	-20%	-0.1	-13%	3
Cc1ccc([N+](=O)[O-])cc1S(=O)(=O)NCc1cccnc1
 : -1	-2%	-5	1.0	5%[57.1 µM]	11%[57.1 µM]	0.6	-11%	1
CC1=C(C(=O)Nc2ccc(C)cc2C)C(c2ccc([N+](=O)[O-])cc2)n2ncc(C(=O)Nc3ccc(F)cc3)c2N1 (stereo unspecified)
 : -6	5%	/	/	-8%	-15%	0.2	-19%	-1
CCn1c(=O)cc(SCC(=O)NCCc2ccc(OC)cc2OC)c2ccccc21
 : 1	-9%	/	/	5%[2.29 µM]	18%	-0.2	-19%	-5
Cc1c(C#N)c2ccccc2n1CCOc1ccccc1F
 : -3	-2%	5	0.1	2%	0%	0.6	-5%	-2
CCOc1ccc(S(=O)(=O)N(C)c2ccc(OCC(=O)OCc3c(C)noc3C)cc2)cc1
 : -3	9%	-7	0.5	-5%	0%	-0.2	-23%	7
Cc1ccc(C)c(NC(=O)CN(C)S(=O)(=O)c2ccc3c(c2)CCC(=O)N3)c1
 : -4	-8%	/	1.0	1%	24%	-0.2	-24%	17
COc1cccc(-n2nnc3c(=O)n(Cc4ccccc4Cl)cnc32)c1
 : -1	0%	8	1.4	-3%	-8%	-0.1	4%	-6
CSCCC(NS(=O)(=O)c1ccc(Cl)cc1)C(=O)OCc1cccc(Cl)c1 (stereo unspecified)
 : -4	7%	-1	0.4	-6%	-2%	0.0	-27%	0
